Screens from PubChem.
KCNQ2 inh – KCNQ2 channel blockers in CHO-K1 cells – cell-based, FluxOR thallium flux, B-score, primary screen (AID 2156); hit rate 1.1% among 310,000; B-score at 10 µM; 20 min; active compounds read low; O88943;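 active = fluorescence ratio B-score at most minus 3 library SDs, with starting brightness B-score within 2 library SDs, cut at about -5.5 in these data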
Kir21 block – inhibitors of mouse Kir2.1 inward-rectifier potassium channel. P35561. HEK293-Kir2.1, FluxOR thallium flux fluorescence; active compounds read low. B-score at 10 µM. hit rate 0.85% among 310,000. AID 1672;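 active = fluorescence ratio B-score at or below minus 3 SD of library scores, with starting-brightness B-score within 2 SD, cut at about -4.2 in these data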;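 note: channel flux triggered by added potassium and thallium sulfate stimulus; B-score of peak minus minimum fluorescence over baseline after thallium stimulus; more negative B-score means stronger Kir2.1 block with less thallium influx; some compounds called inactive have numbers as strong as hits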
Target sequence (P35561 whole entry, looked up): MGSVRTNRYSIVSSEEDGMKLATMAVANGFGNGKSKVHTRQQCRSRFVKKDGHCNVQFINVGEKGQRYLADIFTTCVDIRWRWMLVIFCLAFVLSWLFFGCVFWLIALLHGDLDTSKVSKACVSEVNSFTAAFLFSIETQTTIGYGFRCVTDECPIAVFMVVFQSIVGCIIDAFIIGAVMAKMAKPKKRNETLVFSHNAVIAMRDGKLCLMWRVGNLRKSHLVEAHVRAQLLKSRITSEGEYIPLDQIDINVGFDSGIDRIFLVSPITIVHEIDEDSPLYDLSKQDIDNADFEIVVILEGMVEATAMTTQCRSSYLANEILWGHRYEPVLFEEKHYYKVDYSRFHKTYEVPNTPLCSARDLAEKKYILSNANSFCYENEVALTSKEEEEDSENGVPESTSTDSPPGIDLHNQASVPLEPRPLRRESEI
The depositor's hits bear a star; i = inactive.

#	Kir21 block	KCNQ2 inh	structure
1	-0.47	i	CCOc1ncccc1C(=O)OCC(=O)Nc1cc(C)ccc1C
2	0.52	i	Oc1ccc(/C=N/Nc2cc(N3CCCC3)nc(N3CCCC3)n2)cc1
3	-0.46	i	CCN(C(=O)c1cc2c(=O)[nH]c3ccc(C)cc3c2s1)c1cccc(C)c1
4	-1.74	i	C=CCNCc1cccn1-c1ccccc1
5	-1.09	i	Cc1cc(OCC(=O)NC2CC2)c2c(C)c(C)c(=O)oc2c1
6	0.81	i	CCCC(=O)c1ccc(O)cc1O
7	0.01	i	COC(=O)c1c(C)nn(-c2ccc(F)c(Cl)c2)c1-c1cc(C)on1
8	-1.79	i	COc1ccccc1/C=C1\SC(=O)N(CCC(=O)NCCCn2ccnc2)C1=O
9	0.05	i	COc1ccccc1Nc1nc(-c2ccc3c(c2)NC(=O)CO3)cs1
10	2.14	i	CC#CC(=O)N1CCC(n2nccc2NC(=O)c2ccc3c(c2)OCO3)CC1
11	-2.94	i	Cc1sc(NC(=O)CN2CCOCC2)c(C(=O)c2ccccc2)c1C
12	0.03	i	CC(=O)N1CCc2cc(S(=O)(=O)NC(C(=O)NCc3ccccc3)C(C)C)ccc21 (stereo unspecified)
13	-0.8	i	c1ccc(-c2noc(-c3ccc4ccccc4c3)n2)cc1
14	-0.07	i	Cc1cc(NC(=O)C2CCN(S(=O)(=O)Cc3ccccc3)CC2)ccc1-n1cnnn1
15	-0.96	i	O=C(CSc1ncnc2nc[nH]c12)NCCc1ccccc1
16	-0.59	i	Cn1c(=O)oc2cc(S(=O)(=O)N3CCC(C(=O)N4CCN(c5ccc(F)cc5)CC4)CC3)ccc21
17	0.29	i	CCOC(=O)C1(CCOC)CCN(Cc2cnc(-c3cccc(C)c3)nc2)CC1
18	-0.03	i	O=C(N1CCOCC1)C1(c2ccccc2)CCCCC1
19	0.58	i	CCn1c(/C=C2\C(=O)N(C)c3ccccc32)nc2ccccc2c1=O
20	-0.6	i	O=C(NNC1CC(=O)N(c2cccc(Cl)c2)C1=O)c1cccs1 (stereo unspecified)
21	0.5	i	CCC(=O)OC1(C)C(=O)C=C2C=C(c3ccc(C#N)cc3)OC=C2C1=O (stereo unspecified)
22	1.48	i	CC(=O)Nc1ccc(S(=O)(=O)N2CCCC(C(=O)O)C2)cc1 (stereo unspecified)
23	-0.31	i	CCOC(=O)Oc1ccc2c(c1)C(C)=CC(C)(C)N2C(=O)OCC
24	-0.91	i	COc1ccc(S(=O)(=O)N2CCC(C(=O)NCc3ccccc3)CC2)cc1OC
25	1.32	i	O=C(O)c1ccc(N/N=C/c2ccc(-c3cc(Cl)ccc3Cl)o2)cc1
26	0.08	i	CNC(=O)c1ccc(Nc2nnc(-c3ccc(C)c(S(=O)(=O)NCC4CCCO4)c3)c3ccccc23)cc1 (stereo unspecified)
27	-0.52	i	COC(=O)c1ccccc1NC(=O)CSc1nc2ccccc2c(=O)[nH]1
28	-0.9	i	COc1ccc(S(=O)(=O)n2cnc3ccccc32)c(C)c1
29	-0.49	i	Cc1nn(Cc2ccccc2)c(C)c1NC(=O)c1ccc([N+](=O)[O-])cc1[N+](=O)[O-]
30	1.56	i	COc1ccccc1N(CC(=O)NCc1ccc(F)cc1)C(=O)CCC(=O)Nc1nccs1
31	2.28	i	Cc1ccc(Cl)cc1N1CCN(C(=O)C2CCCN(S(=O)(=O)c3cnc[nH]3)C2)CC1 (stereo unspecified)
32	-0.64	i	CCN(CC)c1ccc2c(c1)CCCN2
33	-0.01	i	COc1cccc(/C=N/NC(=O)CNC(=O)c2cccs2)c1O
34	0	i	Cc1nnc2sc(-c3cccc(NC(=O)c4cccnc4)c3)nn12
35	-4.93*	i	O=C1Nc2cc(C(=O)NCCN3CCCCCC3)ccc2S/C1=C\c1ccccc1
36	0.15	i	O=S1(=O)CCN(Cc2ccc(Cl)c(C(F)(F)F)c2)CC1
37	-0.37	i	CCOc1ccccc1C1CC(=O)Nc2c1c(=O)n(C)c(=O)n2C (stereo unspecified)
38	-0.5	i	CC(=O)c1cc2c(cc1NC(=O)CN1CCCCCCC1)OCO2
39	-0.83	i	Cc1ccc(S(=O)(=O)CCC(=O)NCCc2ccccc2)cc1
40	-1.07	i	CSc1ccccc1C(=O)Nc1ccccc1C(=O)NC(C)C

From entry 39 up to 40, copied from above:
#	Kir21 block	KCNQ2 inh	structure
39	-0.83	i	Cc1ccc(S(=O)(=O)CCC(=O)NCCc2ccccc2)cc1
40	-1.07	i	CSc1ccccc1C(=O)Nc1ccccc1C(=O)NC(C)C

Later entries.
#	Kir21 block	KCNQ2 inh	structure
41	0.9	i	CCN(CC)CCCNc1nnc(C)c(=O)[nH]1
42	-0.06	i	CN(C)C(CNC(=O)NC1CCCCC1)c1cccnc1 (stereo unspecified)
43	0.03	i	COc1ccc2nc(SCC(=O)Nc3ccccc3C)[nH]c2c1
44	-1.3	i	O=C(CN(Cc1ccco1)C(=O)c1ccc(N2CCCC2=O)cc1)Nc1ccccc1C(F)(F)F
45	-0.02	i	COc1cc(SC)ccc1C(=O)NCCOc1ccccc1Cl
46	1.6	i	O=C(NC1CCN(Cc2ccccc2)CC1)c1cc(Br)c(Br)[nH]1
47	0.42	i	N#Cc1c(-c2ccc(F)cc2)noc1N
48	-0.61	i	Cn1c(=O)c2c(C(=O)O)cc(-c3ccccc3)nc2n(Cc2ccccc2)c1=O
49	1.82	i	CCCCN(CCCC)c1nc2ccccc2nc1NS(=O)(=O)c1ccc(NC(C)=O)cc1
50	-1.03	i	O=Cc1cccn1-c1ccc2ccccc2c1
51	1.86	i	O=C(O)c1ccc(N2CCc3ccccc32)c([N+](=O)[O-])c1
52	-0.55	i	CC1CCN(S(=O)(=O)c2cccc(C(=O)NCC3CCCO3)c2)CC1 (stereo unspecified)
53	0.56	i	CCCCNC(=O)c1cc2c(=O)n3cccc(C)c3nc2n(Cc2ccccc2)c1=N
54	-0.01	i	CN(CCOc1ccccc1)C(=O)c1cc([N+](=O)[O-])ccc1N1CCOCC1
55	-0.81	i	O=C1C=C(Nc2ccc(Cl)cc2)C(=O)N1c1ccc(Cl)cc1
56	-1.15	i	COC(=O)C(=O)/C=C(\O)c1ccc(C)cc1
57	-1.78	i	CCN(CC)c1ccc(NC(=O)CSc2nc3ccccc3c(=O)[nH]2)cc1
58	0.02	i	O=C(Nc1ccccc1)C1CCCN1/C=C/C(=O)C(F)(F)F (stereo unspecified)
59	2.89	i	Cc1ccc(-c2ccnc3nc(-n4cccc4)nn23)o1
60	0.08	i	CSc1nnc(C)c(=O)n1COC(=O)COc1ccc2ccccc2c1

Continued, overlapping the part above by two compounds.
#	Kir21 block	KCNQ2 inh	structure
59	2.89	i	Cc1ccc(-c2ccnc3nc(-n4cccc4)nn23)o1
60	0.08	i	CSc1nnc(C)c(=O)n1COC(=O)COc1ccc2ccccc2c1
61	0.55	i	Cc1ccc(C(=O)Nc2ccc(C(=O)/C=C/c3cccs3)cc2)cc1
62	-0.63	i	Cc1ccc2cc(C3CC(c4ccco4)=NN3C(=O)CCC(=O)O)c(Cl)nc2c1 (stereo unspecified)
63	0.31	i	O=C(Nc1ccccc1)Nc1csc2ccccc12
64	-0.68	i	CC(C)Cc1nnc(NC(=O)CN2C(=O)c3ccccc3C2=O)s1
65	-0.99	i	COC(=O)C1=C(C)N(C)C(C)=C(C(=O)OC)C1c1ccc(F)c(Br)c1
66	-0.21	i	C/C(=N\NC(=O)C1(C)CC1(Br)Br)c1cccc(NC(=O)C(C)(C)C)c1 (stereo unspecified)
67	0.27	i	Cn1cc(C(=O)NCc2ccc(F)cc2)cn1
68	-0.92	i	COc1ccc(-c2n[nH]c(=S)n2/N=C/C=C\c2ccccc2OC)cc1
69	-1.56	i	CC(NCc1ccc(S(N)(=O)=O)cc1)C(=O)Nc1ccc([N+](=O)[O-])cc1Cl (stereo unspecified)
70	-0.54	i	COc1ccc(C(=O)N2CC3(C)C4CCC3(C)C2(C#N)C4)cc1OC (stereo unspecified)
71	-0.49	i	CCn1c(NCc2cc(Br)ccc2NS(=O)(=O)c2ccc(C)cc2)nc2ccccc21
72	1	i	COCC(C)n1c(C)cc(C(=O)CSc2nc3ccccc3c(=O)[nH]2)c1C (stereo unspecified)
73	0.93	i	CCCCNC(=O)NNC(=O)c1ccc(F)cc1
74	2.16	i	COc1ccc(N(CC(=O)N2CCN(c3cc(C)ccc3C)CC2)S(=O)(=O)c2c(C)noc2C)cc1
75	0.53	i	CCOC(=O)c1c(NC(=O)CN2C(=O)NC3(CCC(CC)CC3)C2=O)sc(C)c1-c1ccc(C)cc1 (stereo unspecified)
76	0.21	i	N=C1C(c2ccccc2)=C(O)CN1c1ccccc1
77	-1.14	i	CC(C)(C)NC(=O)C(c1ccc(F)cc1)N(Cc1ccccc1Cl)C(=O)c1ccn[nH]1 (stereo unspecified)
78	0.3	i	Cn1cccc1CC(=O)N/N=C/c1ccc(Cl)c([N+](=O)[O-])c1
79	0.28	i	CC(C)Cc1nnc(NC(=O)CC(=O)Nc2ccccc2C(=O)O)s1
80	-0.02	i	COC(=O)c1nnn(-c2nonc2N)c1CSCCO

Four structures from above, sorted by molecular weight, lowest first.
#	Kir21 block	KCNQ2 inh	structure
73	0.93	i	CCCCNC(=O)NNC(=O)c1ccc(F)cc1
78	0.3	i	Cn1cccc1CC(=O)N/N=C/c1ccc(Cl)c([N+](=O)[O-])c1
75	0.53	i	CCOC(=O)c1c(NC(=O)CN2C(=O)NC3(CCC(CC)CC3)C2=O)sc(C)c1-c1ccc(C)cc1 (stereo unspecified)
74	2.16	i	COc1ccc(N(CC(=O)N2CCN(c3cc(C)ccc3C)CC2)S(=O)(=O)c2c(C)noc2C)cc1

Next section
#	Kir21 block	KCNQ2 inh	structure
81	-0.75	i	Cc1ccccc1Nc1nc2ccccc2n1C(C)C
82	0.87	i	Cn1c(-c2ccccc2)cnc1N
83	0.65	i	CCn1cc(CNC(=O)C2CCC(=O)N(Cc3ccccc3F)C2)cn1 (stereo unspecified)
84	-0.01	i	COC(=O)c1[nH]c(C)c(/C(O)=C2\C(=O)C(=O)N(CCN3CCOCC3)C2c2ccc(C)o2)c1C (stereo unspecified)
85	1.29	i	COc1ccc(C(=O)NCCS(=O)(=O)NCc2ccc(C)cc2)cc1
86	-1.35	i	CCOC(=O)c1ccc(NC(=O)CSC(=S)N2CCOCC2)cc1
87	0.89	i	COc1ccc(C(=O)CC(=O)C(=O)Nc2ccc(C)cc2Cl)cc1
88	2.9	i	Cc1cccc(C(=O)Nc2ccccc2C(=O)NCc2ccco2)c1
89	1.42	i	COc1ccc(C2=NN(CCC(=O)NC3CCCCCC3)C(=O)CC2)cc1
90	1.06	i	O=C(O)CC1(CC(=O)Nc2cccc(C(=O)O)c2)CCCC1
91	1.28	i	Cc1c(Br)c([N+](=O)[O-])nn1C(C)C(=O)Nc1c(C)n(C)n(-c2ccccc2)c1=O (stereo unspecified)
92	1.22	i	COc1ccc(OC)c(NC(=O)C23CCC(C)(C(=O)C2)C3(C)C)c1 (stereo unspecified)
93	-2.23	i	CN(C)CCCn1c2c(c(SCC(=O)Nc3ccc4c(c3)OCCO4)nc1=O)CCC2
94	0.69	i	Cc1ccc(S(=O)(=O)Nc2cccc(C(=O)NCC(C)(C)N3CCOCC3)c2)cc1F
95	-0.88	i	CCc1ccc(S(=O)(=O)NC2CC(C)(C)NC(C)(C)C2)cc1
96	2.01	i	Clc1ccc2c(c1)nc1n2CCCC1
97	-0.16	i	CCOC(=O)C(NC(=O)CC)(N1CCc2ccccc2C1)C(F)(F)F (stereo unspecified)
98	-0.25	i	Cc1ccc(/C=C2\SC(=S)N(c3cccnc3)C2=O)o1
99	-0.35	i	CCN(CC)CCCNC(=O)c1cn(CCOC)c(=O)c2c1c1ccccc1n2C
100	1.46	i	Cc1ccc(NC(=O)Nc2cccc(Cl)c2)c(C(=O)O)c1

Down the list, as entered above:
Compounds 95–100 in Kir21 block, in turn: -0.88, 2.01, -0.16, -0.25, -0.35, 1.46

Next records:
#	Kir21 block	KCNQ2 inh	structure
101	-5.71*	i	CN(C)CC1CCCCC1C1(O)c2ccccc2CSc2sccc21 (stereo unspecified)
102	-0.3	i	COc1ccc(NC(=O)Nc2cc(C(C)(C)C)on2)cc1OC
103	-0.37	i	O=C(c1ccc(F)cc1)N1CCC(C(=O)N2CCN(S(=O)(=O)c3cccc([N+](=O)[O-])c3)CC2)CC1
104	1.24	i	COc1ccc(C2OC(=O)CC2C(=O)NCc2ccccc2Cl)cc1OC (stereo unspecified)
105	2.01	i	O=C(COc1ccccc1)OCc1csc(Nc2ccccc2)n1
106	-0.95	i	O=C(CCCn1c(=O)c2ccccc2n(Cc2ccccc2)c1=O)NCc1ccco1
107	0.84	i	CCOC(=O)C1=C(COC(=O)c2cccc(N(C)C)c2)NC(=O)NC1C (stereo unspecified)
108	1.84	i	Cc1cc(C)n2nc(SCC(=O)c3c(N)n(CC(C)C)c(=O)n(C)c3=O)nc2n1
109	3.32	i	CCC(C)C(NC(=O)C1CCC(C)CC1)C(=O)Nc1ccc(OC)cc1OC (stereo unspecified)
110	-0.56	i	CCCC(=O)N(C1CC(C)C(C#N)(C#N)C1(C#N)C#N)N(C)C (stereo unspecified)
111	-1.74	i	CCc1cccc2sc(N(CCCN3CCOCC3)C(=O)CS(=O)(=O)c3ccccc3)nc12
112	-0.61	i	Cc1cc(C)n(CC(C)NCc2c(C(=O)N3CCOCC3)nc3c(C)cccn23)n1 (stereo unspecified)
113	-1.68	i	CCN1CCN(Cc2ccc(NC(=O)c3cc(NC(=O)c4cnn(-c5ccccc5)c4N)cc(OC)c3)cc2C(F)(F)F)CC1
114	1.66	i	CCCNC(=O)C1CCC(CNS(=O)(=O)c2ccc3c(c2)CC(C)N3C(C)=O)CC1 (stereo unspecified)
115	0.88	i	CCOC(=O)c1cccc(NC(=O)c2ccc3c(c2)C(=O)N(CC2CCCO2)C3=O)c1 (stereo unspecified)
116	-1.07	i	CCC(=O)N1CC(C)C(=O)Nc2ccccc21 (stereo unspecified)
117	-0.24	i	COc1ccccc1OCc1cc(C(=O)N2CCN(C)C(c3ccccc3)C2)no1 (stereo unspecified)
118	0.66	i	O=C(COC(=O)c1ccc(Br)o1)NCC1CCCO1 (stereo unspecified)
